Growth percent in the NCI-60 one-dose screen (48 h, 10 µM unless noted): 100 = growth as untreated, 0 = no growth, -100 = all killed.
A549/ATCC: A549/ATCC NSCLC | actives 3.7% (n = 81,000)
CCRF-CEM: CCRF-CEM leukemia; actives 7% (n = 77,000)
HOP-62: HOP-62 NSCLC | actives 3.9% (n = 80,000)
UACC-62: UACC-62 melanoma. AID 1794756. actives 5.4% (n = 81,000)
EKVX: EKVX NSCLC. actives 3% (n = 71,000)
HOP-92: HOP-92 NSCLC cells; AID 1794738; actives 6.3% (n = 71,000)
M14: M14 melanoma. actives 6.2% (n = 80,000). AID 1794745
RPMI-8226: RPMI-8226 leukemia cells; AID 1794781; actives 7.5% (n = 77,000)
An asterisk follows results filed as active; · = no result given; & = joins results of further samples; [ ] = dose if it differs, or a comment. Rule for the calls: active = growth percent below 10; inactive = the rest.

SMILES	A549/ATCC	CCRF-CEM	HOP-62	UACC-62	EKVX	HOP-92	M14	RPMI-8226
COc1ccc(S(=O)(=O)NCCNc2nccc(-c3c(-c4ccccc4)nc4sccn34)n2)cc1	18	23	64	25	·	49	29	27
CCSc1ccc([C@@H]2[C@@H](O)C(=O)N2c2cc(OC)c(OC)c(OC)c2)cc1	21	12	23	40	52	101	10	8.5*
C[C@H]1[C@H]2[C@H]3CC[C@@H]4[C@@]5(C)C/C(=C/c6cccnc6)C(=O)C(C)(C)[C@@H]5CC[C@@]4(C)[C@]3(C)CC[C@]23CO[C@]1(C)[C@@H](C(=O)/C=C\c1cccnc1)C3	-25*	18	-14*	-26*	-1.6*	-20*	-20*	5.1*
O=C1NC(=C(Cl)Cl)/C(=N/S(=O)(=O)NCCc2c[nH]c3ccccc23)N1	99	7.5*	57	61	101	39	84	15
N#Cc1c(Nc2ccccc2)nn2c(N)cc(=O)[nH]c12	107	98	102	96	97	97	98	96
CSc1nc2[nH]ncc2c(=O)[nH]1	111	118	101	107	·	106	92	119
O=C1C(=O)N(CCCCn2cc(-c3ccccc3)nn2)c2ccc(Cl)cc21	94	91	98	79	95	109	90	87
CC1OC(n2c3ccccc3c3c4c(c5c6ccccc6[nH]c5c32)C(=O)N(CCN[C@@H]2CCC[C@H]2N)C4=O)CC(O)C1O (some centres not stated)	14	13	5.1*	18	23	72	19	-5.5*
CC1CCCc2c1nn(-c1cc(-c3ccccc3)no1)c2N (configuration not stated)	103	94	105	86	86	·	85	57
CCSC(=Nc1ccc(C)cc1)NC(=O)c1ccco1	101	91	103	99	97	·	106	95
CC1CCOS(=O)O1 (configuration not stated)	94&85	100&91	93&113	97&103	·	106&109	112&110	102&99
CC12CCC(C(=Nc3ccc(N=C4C(=O)C5(C)CCC4C5(C)C)cc3)C1=O)C2(C)C	106	101	106	95	99	104	103	109
COc1ccc(-c2cc(-c3cc(C(=O)c4ccccc4)n4ccc(C)cc34)nc(N)c2C#N)cc1	80	98	30	65	81	-7.4*	80	79
NS(=O)(=O)c1ccc2ccccc2c1	107	101	96	103	119	·	99	·
O=C(/C=C/c1ccccc1)c1c[nH]c2ccccc12	100	75	138	80	85	78	93	50
CC(=O)N(C)c1ccccc1	99	86	92	102	·	97	102	99
COC(=O)[C@@H](OC)[C@@H]1Cc2cc3cc(OC4CC(OC5CC(O)C(O)C(C)O5)C(O)C(C)O4)c(C)c(O)c3c(O)c2C(=O)[C@H]1OC1CC(OC2CC(OC3CC(C)(O)C(O)C(C)O3)C(O)C(C)O2)C(O)C(C)O1 (some centres not stated)	8.7*	2.9*	6.3*	-58*	9.9*	-16*	-71*	-18*
NC(=S)N/N=C/c1ccc(OCc2ccccc2)cc1	68	39	94	62	75	48	72	1.9*
COC(=O)c1[nH]nc2c1C1(C(=O)Nc3ccc([N+](=O)[O-])cc31)C(C#N)=C(N)O2 (configuration not stated)	101	109	102	98	100	84	105	99
COC1OC(=O)c2ccccc21 (configuration not stated)	91	100	96	98	100	86	98	103
Nc1ccccc1NC(=O)CCCCC(=O)Nc1ccc2c(c1)/C(=C/c1ccc[nH]1)C(=O)N2	93	51	83	58	·	·	70	56
COc1ccc(-c2nn(-c3cccc(Cl)c3)cc2-c2cc(-c3ccccc3)[nH]c(=O)c2C#N)cc1	40	92	·	35	57	-28*	33	·
COc1ccc(-c2cc(-c3c(C)oc4c(OC)c5occc5c(OC)c4c3=O)nc(N)c2C#N)cc1OC	104	100	94	·	114	77	104	93
CC(=O)Nc1ccc(C(=O)NC(=S)Nc2ccc(C(=O)O)cc2)cc1	104	93	94	91	99	109	101	96
Cc1c(C(=O)O)c(=O)n(-c2ccccc2)n1C	108	108	97	108	103	·	104	107
Nc1cc(-c2ccc(Cl)cc2)nn1-c1nc(-c2ccc(Cl)cc2)cs1	89	95	90	79	90	90	94	96
CCCCC(/C=N/N=C(N)N)=N\N=C(N)N	103	98	104	101	95	·	101	112
CCCC(=O)OCCc1ccccc1	94	105	97	98	·	122	103	109
N=C(N)c1ccccc1	98	88	107	103	·	97	100	107
CC1CC(C)(C)NC(c2ccc(C(C)(C)C)cc2)=N1 (configuration not stated)	95	88	105	101	106	107	105	88
CC(=O)CCC(C(C)=O)C(C)=O	103	112	107	81	130	82	102	116
O=C(Nc1ccc2c(O)c(N=Nc3ccc4c(O)cc(S(=O)(=O)O)cc4c3)c(S(=O)(=O)O)cc2c1)c1ccccc1	96	101	102	100	108	101	99	101
COc1ccc(C2=NN(C(N)=S)C(c3cc4ccccc4[nH]c3=O)C2)cc1 (configuration not stated)	91	·	99	100	88	·	103	·
CCOP(=O)(OCCCl)c1nc(-c2ccc(C)cc2)oc1NCc1ccccc1 (configuration not stated)	66	72	94	60	67	75	86	43
NS(=O)(=O)c1ccc(-n2ncc3c(NNC(=S)Nc4ccccc4)ncnc32)cc1	87	·	76	97	109	21	80	104
CCCCCCCCc1ccc(C(=O)Nc2cccc(P(=O)(O)O)c2)cc1	100	80	111	92	103	114	96	96
CCc1ccc(Nc2n[nH]c(-c3cccs3)c2C#N)cc1	102	82	81	57	87	76	74	97
COc1ccccc1P(c1ccccc1OC)c1ccccc1OC	82	130	113	90	91	70	101	113
CCCCCCCCCCCCCCCCCC(=O)OCC(=O)[C@@]1(O)CC[C@H]2[C@@H]3CCC4=CC(=O)CC[C@]4(C)[C@H]3[C@@H](O)C[C@@]21C	68	86	105	103	93	105	101	74
COc1ccc2[nH]cc(-c3nnc(N)nc3-c3c[nH]c4ncc(Br)cc34)c2c1	98	89	76	80	83	106	98	77

2 entries picked at random from the list so far, as already listed:
SMILES	A549/ATCC	CCRF-CEM	HOP-62	UACC-62	EKVX	HOP-92	M14	RPMI-8226
CC(=O)Nc1ccc(C(=O)NC(=S)Nc2ccc(C(=O)O)cc2)cc1	104	93	94	91	99	109	101	96
COc1ccc(C2=NN(C(N)=S)C(c3cc4ccccc4[nH]c3=O)C2)cc1 (configuration not stated)	91	·	99	100	88	·	103	·

The results go on:
SMILES	A549/ATCC	CCRF-CEM	HOP-62	UACC-62	EKVX	HOP-92	M14	RPMI-8226
CC(=O)OC[C@]12CC[C@@H](C)[C@H](C)[C@H]1C1=CC[C@@H]3[C@@]4(C)CCCNC(C)(C)[C@@H]4CC[C@@]3(C)[C@]1(C)CC2	76	72	80	41	95	52	81	53
N#C/C(=C\c1cccc2ccccc12)c1cc2ccccc2[nH]1	85	92	73	68	76	57	88	84
Cc1c(C(=O)Nc2nc3ccccc3s2)nnn1-c1ccccc1Br	85	86	108	74	79	85	79	73
CCOC(=O)C(C(=O)OCC)C(=O)C(C)C	98	121	89	91	95	110	107	127
CCOC(=O)CNC(c1ccccc1)(c1ccccc1)c1ccccc1	82	80	104	80	105	54	111	94
c1cnc2[nH]cc(-c3ccc(-c4c[nH]c5ncccc45)s3)c2c1	54	38	86	102	·	84	93	52
CC(=O)O[C@H]1CO[C@H]2[C@@H]1OC[C@@H]2Oc1ccnc(NCc2ccc(F)cc2)n1	109	104	120	104	100	105	·	·
CCN(CC)C(C(=O)c1ccc(Cl)cc1)c1ccc(Cl)cc1 (configuration not stated)	78	·	103	94	85	·	94	99
COc1ccc(CC(O)CO)cc1OCc1ccccc1 (configuration not stated)	103	102	90	101	113	111	116	101
CSc1nc(-c2ccccc2)cc(=O)[nH]1	102	118	101	110	92	69	96	125
IP(CCCCCCCCCCSc1n(Cc2ccc3ccccc3c2)c(-c2ccccc2)c(-c2ccccc2)[n+]1Cc1ccc2ccccc2c1)(c1ccccc1)(c1ccccc1)c1ccccc1	-55*	-34*	-59*	-74*	-68*	-78*	-61*	-38*
CCCCN1C=C(C)N(CCCC)CC1	86	101	99	102	91	89	109	90
CC(=O)OCC1OC(OC(C)=O)C(NC(=O)NS(=O)(=O)c2ccc(Br)cc2)C(OC(C)=O)C1OC(C)=O (configuration not stated)	107	102	102	97	102	102	104	105
CC(C)C[C@H]1C=C[C@@H](CC(C)C)N(Cc2ccccc2)S(=O)(=O)N1Cc1ccccc1	84[3.75 µM]	60[3.75 µM]	89[3.75 µM]	66[3.75 µM]	83[3.75 µM]	93[3.75 µM]	91[3.75 µM]	74[3.75 µM]
CCOc1ccc(NC(=O)CSc2oc(-c3ccccc3)nc2S(=O)(=O)c2ccc(Br)cc2)cc1	75	92	87	84	95	76	94	92
CCCCC/C=C/C/C=C/CCCCCCCCNC(=O)Nc1ccc(OCC)cc1	107	90	145	96	99	100	112	99
C=CCOC(=O)C1=C(C)NC2=C(C(=O)CC(c3ccc(Cl)cc3)C2)C1c1cc(OC)ccc1OC (configuration not stated)	85	80	78	72	86	·	99	·
CCNC(N(C)C)=[N+](C)C	120	97	103	96	111	·	104	43
O=c1cc(N2CCN(Cn3cncn3)CC2)c2ccccc2n1-c1ccccc1	98	·	80	99	68	98	112	98
CCN(CC)Cc1cc(C(C)(C)CC(C)(C)C)cc(C(C)(C)CC(C)(C)C)c1O	105	101	98	92	122	102	111	104
Nc1ccc(S(=O)(=O)Nc2ccsc2-c2nc(-c3ccccc3)no2)cc1	43	53	36	51	73	62	32	66
Cc1cc(C2(c3ccc(O)c(C)c3)CCCCC2)ccc1O	78	92	92	89	92	88	103	98
Oc1cc(Br)ccc1C=Nc1ccc(N2CCCCC2)cc1	108	66	116	100	86	·	110	95
CCOC(=O)c1c2c(n3ccc(C)cc13)C(=O)c1ccccc1C2=O	63	100	106	93	91	88	85	98
CCN1CCN(CCCNc2nccc(-c3c(-c4ccc(F)c(O)c4)nc4sccn34)n2)S1(=O)=O	96	102	114	84	103	109	66	104
CCCCNC(C(=O)c1ccc(Cl)cc1)c1ccc(Cl)cc1 (configuration not stated)	102	105	99	98	·	81	92	108
O=C(CSc1nc2c(n1Nc1ccccc1)-c1ccccc1SC2)Nc1nc(-c2ccc(Cl)cc2)cs1	26	45	62	83	70	·	60	86
C/C(=N\NC(=O)Nc1cccc(C)c1)c1nnn(-c2ccc(Cl)cc2)c1C	103	105	118	100	101	110	103	101
C=C(Br)CN(C(C)=O)C1CCCCC1	91	107	91	94	103	89	100	101
CS(=O)(=O)Nc1cc(-c2ccc3ncnc(Nc4ccc5c(cnn5Cc5ccc(F)cc5)c4)c3c2)cnc1Cl	79	31	44	21	63	-18*	37	9.4*
COc1ccc(-c2c(-c3cc(OC)c(OC)c(OC)c3)nc3sc(C4CC4)nn23)cc1	74	73	84	56	·	·	68	62
O=C1Nc2cc(-c3ccc(NC(=O)c4ccc(F)c(Cl)c4)cc3)ccc2/C1=C/c1ccc[nH]1	101	89	95	98	78	108	97	105
O=C(Nc1ccc2c3c(cccc13)CC2)c1ccccc1	90	94	92	90	83	71	103	88
CCCCNC(c1ccc(N(CC)CC)cc1)C(Cl)(Cl)Cl (configuration not stated)	95	87	115	96	·	·	102	92

Entries from the list above that contain a carbonyl joined to an NH by a bond outside any ring, in the order listed:
SMILES	A549/ATCC	CCRF-CEM	HOP-62	UACC-62	EKVX	HOP-92	M14	RPMI-8226
CCSC(=Nc1ccc(C)cc1)NC(=O)c1ccco1	101	91	103	99	97	·	106	95
Nc1ccccc1NC(=O)CCCCC(=O)Nc1ccc2c(c1)/C(=C/c1ccc[nH]1)C(=O)N2	93	51	83	58	·	·	70	56
CC(=O)Nc1ccc(C(=O)NC(=S)Nc2ccc(C(=O)O)cc2)cc1	104	93	94	91	99	109	101	96
O=C(Nc1ccc2c(O)c(N=Nc3ccc4c(O)cc(S(=O)(=O)O)cc4c3)c(S(=O)(=O)O)cc2c1)c1ccccc1	96	101	102	100	108	101	99	101
CCCCCCCCc1ccc(C(=O)Nc2cccc(P(=O)(O)O)c2)cc1	100	80	111	92	103	114	96	96
Cc1c(C(=O)Nc2nc3ccccc3s2)nnn1-c1ccccc1Br	85	86	108	74	79	85	79	73
CC(=O)OCC1OC(OC(C)=O)C(NC(=O)NS(=O)(=O)c2ccc(Br)cc2)C(OC(C)=O)C1OC(C)=O (configuration not stated)	107	102	102	97	102	102	104	105
CCOc1ccc(NC(=O)CSc2oc(-c3ccccc3)nc2S(=O)(=O)c2ccc(Br)cc2)cc1	75	92	87	84	95	76	94	92
CCCCC/C=C/C/C=C/CCCCCCCCNC(=O)Nc1ccc(OCC)cc1	107	90	145	96	99	100	112	99
O=C(CSc1nc2c(n1Nc1ccccc1)-c1ccccc1SC2)Nc1nc(-c2ccc(Cl)cc2)cs1	26	45	62	83	70	·	60	86
C/C(=N\NC(=O)Nc1cccc(C)c1)c1nnn(-c2ccc(Cl)cc2)c1C	103	105	118	100	101	110	103	101
O=C1Nc2cc(-c3ccc(NC(=O)c4ccc(F)c(Cl)c4)cc3)ccc2/C1=C/c1ccc[nH]1	101	89	95	98	78	108	97	105
O=C(Nc1ccc2c3c(cccc13)CC2)c1ccccc1	90	94	92	90	83	71	103	88

Assay outcomes (PubChem)
